# Bioassay records deposited in PubChem by National Center for Advancing Translational Sciences (NCATS).
# ALOX15B inhib = blocks human 15-lipoxygenase 2 activity; O15296; purified 15hLO-2, xylenol orange hydroperoxide absorbance; Potency, µM (highest dose often 57.1 µM), for inactives: at the highest dose activity change, negative = inhibition, hits mostly inhibitors; hit rate 0.56% among 110,000; AID 881; further: potency means the concentration at half of the fitted maximal effect; nearly all actives have a fitted effect of over 60% in size; many of its hits are not listed in these tables
# Target sequence (O15296 whole entry, looked up): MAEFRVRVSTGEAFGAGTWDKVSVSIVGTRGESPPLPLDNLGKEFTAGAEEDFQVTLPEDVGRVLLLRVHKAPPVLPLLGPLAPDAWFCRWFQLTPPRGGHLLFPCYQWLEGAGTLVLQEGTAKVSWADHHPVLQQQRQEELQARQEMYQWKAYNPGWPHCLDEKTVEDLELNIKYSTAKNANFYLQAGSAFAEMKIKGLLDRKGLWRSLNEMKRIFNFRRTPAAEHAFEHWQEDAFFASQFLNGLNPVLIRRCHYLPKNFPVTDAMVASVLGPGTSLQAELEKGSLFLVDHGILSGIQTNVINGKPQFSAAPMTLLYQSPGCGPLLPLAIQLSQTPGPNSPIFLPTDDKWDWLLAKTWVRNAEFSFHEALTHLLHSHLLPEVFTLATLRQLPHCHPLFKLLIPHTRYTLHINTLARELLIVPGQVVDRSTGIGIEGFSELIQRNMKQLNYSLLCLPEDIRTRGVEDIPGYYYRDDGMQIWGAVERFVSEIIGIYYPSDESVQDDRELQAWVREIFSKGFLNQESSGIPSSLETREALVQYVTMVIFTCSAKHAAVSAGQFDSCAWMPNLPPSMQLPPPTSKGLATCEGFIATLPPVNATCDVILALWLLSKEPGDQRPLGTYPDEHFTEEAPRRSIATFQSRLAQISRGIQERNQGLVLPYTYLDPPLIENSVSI
#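 Purified human 15hLO-2 (50 nM final) preincubated with compounds 15 min at room temperature in 25 mM Hepes pH 7.5, 0.01% Triton X-100, then 45 uM arachidonic acid added for 90 min; hydroperoxide detected via ferrous/xylenol orange, 573/405 nm absorbance ratio.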
# IMPase inh = membrane-permeable compound that blocks inositol monophosphatase. 120,000 tested, under 10 active. inhibition (IP1 accumulation), % at 46.1 µM. CHO-M1 cells, IP1 accumulation, HTRF TR-FRET ratio. P97697; active means well fitted curve in the direction sought with a large enough effect in the signal ratio, not every such curve was filed as active; inconclusive means small, poorly fitted or top-dose-only effect, or a change in a side signal; inactive means no such curve, though single readings can be large or run the other way; the % refers to the signal ratio;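 further: cells stimulated with carbachol in lithium chloride buffer; plate controls were DMSO basal wells for no effect and reference inhibitor wells for full effect; higher means more IMPase inhibition seen as more IP1 and lower FRET ratio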
# Target sequence (P97697 whole entry, looked up): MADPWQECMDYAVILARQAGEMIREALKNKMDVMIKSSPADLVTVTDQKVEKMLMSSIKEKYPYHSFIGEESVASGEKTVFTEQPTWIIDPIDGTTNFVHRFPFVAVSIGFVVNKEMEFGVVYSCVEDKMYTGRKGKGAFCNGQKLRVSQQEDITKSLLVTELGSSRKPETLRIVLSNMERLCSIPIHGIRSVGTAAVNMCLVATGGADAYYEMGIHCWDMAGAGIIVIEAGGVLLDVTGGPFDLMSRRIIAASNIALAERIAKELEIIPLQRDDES
#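 The IP-One HTRF competitive assay in carbachol-stimulated CHO-M1 cells quantifies cellular IP1. Compounds spanned up to 46 uM final, and activity is expressed as AC50 from concentration-response fits of the ratio and donor data.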
# PNC assembly inh = inhibitors of perinucleolar compartment assembly | AID 2417 | hit rate 3.1% among 140,000 | PC3M PTB-GFP, PNC prevalence imaging, 16 h; stronger effect = lower value | activity change (PNC), negative = inhibition, % at 10 µM;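 active means readout at or below -70, meaning at least 70% loss of cells showing the perinucleolar compartment, a nuclear body marking cancer cells; inconclusive means readout between -30 and a set limit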;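 further: plate controls were DMSO wells for no effect and camptothecin positive control wells for full effect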
#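 Read-out is percentage of cells bearing a perinucleolar compartment, from automated 20x imaging of fixed, Hoechst-stained PC3M PTB-GFP cells. Cells were seeded 4 h, then exposed 16 h to compound (23 nl of library stock) in duplicate plates.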
# ALOX12 inhib = inhibitors of human 12-lipoxygenase (ALOX12); P18054; purified 12-hLO, xylenol orange hydroperoxide absorbance; Potency, µM (series often up to 57.1 µM), without a hit: at the top dose activity change, negative = inhibition, hits mostly inhibitors; hit rate 0.12% among 150,000; further: potency means the concentration at half of the fitted maximal effect; nearly all actives have a fitted effect of over 55% in size; many of its hits are not listed in these tables
#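 Hydroperoxide formation by human 12-lipoxygenase from 40 uM arachidonic acid was followed colorimetrically via ferric-xylenol orange complex, using the 573/405 nm absorbance ratio. Enzyme concentration was 150 nM, with 30 min reaction at room temperature.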
# Active calls of the source: *; ? = inconclusive; / = not tested or not shown; & = joins results of further samples; [ ] = dose if it differs, or a comment. Unless noted, the call rests on the fitted dose curve; in most records, active means well fitted curve in the direction sought with a large enough effect; inconclusive means small, poorly fitted or top-dose-only effect, or another doubt; inactive means no such curve, though single readings can be large; an effect the other way counts as inactive or inconclusive. Unless noted, on the % scale 0 is the no-effect control and ±100 the full control effect. This is a subset; count on the stated rates, not on these rows.
entry	canonical_smiles	ALOX15B inhib	IMPase inh	ALOX12 inhib	PNC assembly inh
1	CC(C)OC(=O)CSc1nnc(-c2ccc(O)cc2)n1Cc1ccccc1	-4%[11.4 µM]	6[1.84 µM]	-2%	-17
2	CCC(C)NC(=O)c1ccccc1NC(=O)COc1ccc(OC)cc1 (stereo not drawn)	-4%	5	-5%	?
3	CCCN(CCC)C(=O)Cn1c(=O)n(CCCCCC(=O)Nc2ccccc2)c(=O)c2sccc21	/	?	-3%	-9
4	CC(=O)c1cc(NC(=O)c2ccc(C)cc2)c(=O)oc1/C=C/N(C)C	-9%	24	-2%	36
5	Cc1ccc(SCc2[nH]nc3c2C(c2cccnc2)C(C#N)=C(N)O3)cc1 (stereo not drawn)	17%	-6	-3%	19
6	Cc1nc2cnc(Oc3cccc(Cl)c3)nc2n(CCC#N)c1=O	7%	/	0%	/
7	Cc1sc2nc(SCc3nnc(-c4cccs4)o3)n(C3CCCC3)c(=O)c2c1C	-7%	5	0%	-21
8	CCOc1ccc(N2C(=O)CS/C2=C(\C(Cl)=C(Cl)Cl)[N+](=O)[O-])cc1	?	7	-8%	50
9	COc1ccccc1NC(=S)c1ccccc1	/	/	-1%	-27
10	O=C(CN1CCN(S(=O)(=O)c2ccccc2)CC1)Nc1ccc(N2CCOCC2)cc1	/	/	8%	33
11	O=C(c1cc2ccccc2o1)n1nnc2ccccc21	1%	6	6%	16
12	Cc1ccccc1-c1nc(CS(=O)(=O)CC(=O)NCCN2CCOCC2)c(C)o1	-3%	0	-1%	?
13	Cc1cc2c(c(=O)o1)C1(C(=O)N(C)c3ccccc31)C(C#N)=C(N)O2 (stereo not drawn)	-5%	1	-1%	30
14	O=c1nc(-c2ccccc2)n(-c2ccccc2)[nH]1	/	/	0%	28
15	CCN1C(=S)SC(=O)C1=C1C=C(C)N(Cc2ccco2)C(C)=C1	?	14	-21%	-7
16	Cc1ccc(C(=O)Nc2nc(=O)n(C)s2)cc1	4%	-9	-1%	29
17	CCCCNC(=O)C1CCN(C(=O)Nc2ccc(C)cc2)CC1	/	-5	6%	17
18	CCc1ccccc1N(CC(=O)OC)S(C)(=O)=O	-2%	-2	-2%	-3
19	COc1ccc(CCC(=O)c2c(O)cc(O[C@@H]3O[C@H](CO)[C@@H](O)[C@H](O)[C@H]3O[C@@H]3O[C@@H](C)[C@H](O)[C@@H](O)[C@H]3O)cc2O)cc1O	-3%	/	-5%	/
20	CC(=O)NC1(c2ccccc2)CCN(C(=O)N2CCOCC2)CC1	-6%	6	4%	-20
21	O=C(CCN1CCN(Cc2ccccc2)CC1)NNC(=O)Cc1ccc(Cl)c(Cl)c1	/	/	-1%	-27
22	OC(COCc1ccc(Cl)cc1)CN1CCN(CC(O)COCc2ccc(Cl)cc2)CC1 (stereo not drawn)	55%[activator]	10	1%	?
23	COc1cc(/C=C/C(=O)OCC(=O)c2c[nH]c3ccccc23)ccc1OC(F)F	/	-15	0%	48
24	COC(=O)c1c(C)oc2ccc(OC(=O)c3cccs3)cc12	4%	12	-4%	25
25	Cn1cccc1C(=O)N1CCC[C@@]2(CCN(c3ccncc3)C2)C1	10%	/	-1%	/

# A second format for part of the listing above.
# Results follow in this order: ALOX15B inhib | IMPase inh | ALOX12 inhib | PNC assembly inh
16) Cc1ccc(C(=O)Nc2nc(=O)n(C)s2)cc1
 : 4% | -9 | -1% | 29
17) CCCCNC(=O)C1CCN(C(=O)Nc2ccc(C)cc2)CC1
 : / | -5 | 6% | 17
18) CCc1ccccc1N(CC(=O)OC)S(C)(=O)=O
 : -2% | -2 | -2% | -3
19) COc1ccc(CCC(=O)c2c(O)cc(O[C@@H]3O[C@H](CO)[C@@H](O)[C@H](O)[C@H]3O[C@@H]3O[C@@H](C)[C@H](O)[C@@H](O)[C@H]3O)cc2O)cc1O
 : -3% | / | -5% | /
20) CC(=O)NC1(c2ccccc2)CCN(C(=O)N2CCOCC2)CC1
 : -6% | 6 | 4% | -20

# More records:
entry	canonical_smiles	ALOX15B inhib	IMPase inh	ALOX12 inhib	PNC assembly inh
26	Cc1ccc(-c2nnc(SCC(=O)Nc3ccc4c(c3)oc3ccccc34)n2C)c(Cl)c1	4%	-4	-1%	-12
27	COc1ccc(N=C2SC(CC(=O)Nc3ccccc3)C(=O)N2Cc2ccco2)cc1 (stereo not drawn)	/	6	0%	1
28	COC(=O)[C@@H]1C[C@@]2(O)[C@H](O)[C@H](O)[C@H](O)C[C@H]2N1Cc1ccc(C)s1	1%	/	-1%	/
29	Cc1ccc(CNCCC2=CCCCC2)cc1	31%[activator]	4	3%	2
30	COCCCNS(=O)(=O)c1ccc(SC)cc1	/	/	-1%	40
31	O=C(Nc1ccc2c(c1)OCCO2)C1CCCN1S(=O)(=O)c1cccc2cccnc12 (stereo not drawn)	/	7	-1%	29
32	COc1ccc(CC(=O)Nc2ccc(-c3cn4ccc(C)cc4n3)cc2)cc1	5%	8	-3%	?
33	CN1CC=C2C(C#N)=C(N)C(C#N)(C#N)[C@H](c3ccoc3)[C@H]2C1	16%	0	-10%	-81*
34	COc1ccc(/C(O)=C2/C(=O)C(=O)N(CCCN(C)C)C2c2ccc(C)o2)cc1Cl (stereo not drawn)	2%	-5	-15%	18
35	COC(=O)c1ccc(N2C(=O)CC(SCCN)C2=O)cc1 (stereo not drawn)	-13%	10	-1%	1
36	O=P(Cc1cc[n+]([O-])cc1)(c1ccccc1)c1ccccc1	-5%	-19	6%	12
37	Cc1ccc(-n2ncc3c(Nc4cccc(C(=O)O)c4)ncnc32)cc1	-15%	2&-8	-5%	63
38	O=C(NCC1CCCO1)c1ccc(COCC(F)(F)C(F)F)cc1 (stereo not drawn)	-5%[11.4 µM]	-8[1.84 µM]	-3%	52
39	Cc1cc(N)c(NC2=CC(=O)CC(C)(C)C2)cc1C	-1%	2	-12%	?
40	COc1ccc(-n2c(SC)nnc2-c2c[nH]c3ccccc23)cc1	0%	6	6%	2
41	O=S(=O)(c1ccc(Br)cc1)N1CCCC1c1nc2ccccc2s1 (stereo not drawn)	/	7	-14%	-100*
42	S=c1[nH]nc(-c2ccc3ccccc3n2)n1-c1ccc2ncccc2c1	/	/	-5%	-15
43	O=C(Nc1sc2c(c1C(=O)NCc1ccco1)CCCC2)c1ccc2c(c1)OCO2	?	3	-9%	?
44	COc1ccc(N2CCN(Cc3nc4c(c(=O)n(C)c(=O)n4C)n3CCc3ccccc3)CC2)cc1	/	-3	1%	-25
45	CCN(Cc1ccccc1)c1ccc(/C=N/N=C(N)N)cc1	/	/	0%	76
46	CCn1c(SCC(=O)c2ccc3c(c2)OCCO3)nnc1C(C)C	-10%	0	-2%	-25
47	COc1ccc2c(c1)CCc1c(C(=O)NCCN3CCOCC3)noc1-2	27%	16	-6%	25
48	COc1ccc(S(=O)(=O)Nc2cc3c(C(C)=O)c(C)oc3c3ccccc23)cc1	-14%	8	-3%	?
49	Cc1cc(C)nc(N2CCCC(C(=O)NCc3ccccc3)C2)n1 (stereo not drawn)	/	5	7%	?
50	CCCNC(=S)NCc1ccc(Cl)cc1	/	/	-11%	?
51	COc1ccc(C(=S)NCS(=O)(=O)c2ccc(C)cc2)cc1	/	/	-24%	-24
52	COc1cc2nc(SCc3ccc(F)cc3)n(Cc3cccs3)c(=N)c2cc1OC	/	6	3%	?
53	C/C(=N\N=C\c1ccccc1)c1nnn(-c2nonc2N)c1C	-23%	0	1%	78
54	COC(=O)c1sc(OC)cc1OCc1ccc(C)cc1	1%	5	-6%	12
55	COc1cccc(OCc2nc3c4cnn(-c5ccccc5)c4ncn3n2)c1	10%[2.29 µM]	1	-4%	-28
56	CCc1ccc(N(CC(=O)Nc2ccccc2C(=O)N2CCOCC2)S(C)(=O)=O)cc1	/	/	4%	4
57	Oc1c(Cl)cc(C(c2cc(Cl)c(O)c(Cl)c2)C(c2cc(Cl)c(O)c(Cl)c2)c2cc(Cl)c(O)c(Cl)c2)cc1Cl	4µM*	/	-29%[11.4 µM]	/
58	CC(=O)c1ccc(NC(=O)c2cccs2)cc1	-3%	10	5%	-111*
59	COc1ccc(OC)c2[nH]c(=O)c(CCNS(=O)(=O)c3ccccc3)cc12	-3%	0	-1%	?
60	O=C(Nc1ccc(N2CCCC2)c(Cl)c1)c1cccc(-c2cc3ccccc3oc2=O)c1	/	4	-3%	47
61	CCOC(=O)c1nc2cc3n(c(CC(C)C)c-2c1C)CC(C)=C3C	/	10	6%	47
62	Cc1ccc(OCc2nnc(NC(=O)Cc3cccs3)s2)cc1	-4%	-6	-1%	-23
63	O=c1[nH]c(SCc2nc3c(cnn3-c3ccccc3)c(=O)[nH]2)nc2ccccc12	?	2	2%	-108*
64	O=C1c2ccccc2-c2c1cccc2C(=O)N1CCCCC1	/	19	-5%	8
65	COc1cc(S(=O)(=O)n2nnc3ccccc32)c(OC)cc1Cl	/	-1	-1%	-2
66	COc1ccc(N2CCN(C(=O)NC3CCCCC3)CC2)cc1	/	-10	1%	23
67	COc1cc2c(cc1OC)C(c1cc3cc4c(cc3[nH]c1=O)OCO4)N(C(=O)C1CC1)CC2 (stereo not drawn)	/	14	-3%	-100*
68	O=C(O)C1CCCCC1C(=O)Nc1cc(Cl)ccc1Cl (stereo not drawn)	-10%	1	4%	35
69	Cc1cc(C(C)(C)C)oc1C(=O)Nc1ccc(CC(=O)O)cc1	1%	5	9%	-7
70	C=CCSc1nccc(=O)[nH]1	/	/	0%	7
71	CCC1(C)Cc2c(sc3nc(SC)n(Cc4ccccc4)c(=O)c23)CO1 (stereo not drawn)	8%	-3	9%	43
72	Cc1ccc(-c2nnc3sc(-c4ccncc4)nn23)cc1	2%	11	-3%	27
73	O=C(Nc1ncc(Cc2cccc(C(F)(F)F)c2)s1)c1ccc(-c2cccc([N+](=O)[O-])c2)o1	/	5	4%	?
74	COc1cccc(/C=N/NC(=O)CO/N=C(\C)c2cccs2)c1OC	-5%	16	2%	?
75	O=C(CC(c1ccco1)C1CCCCC1=O)c1ccco1 (stereo not drawn)	-12%	-10	-8%	11

# Quoted from the results shown, four compounds:
entry	canonical_smiles	ALOX15B inhib	IMPase inh	ALOX12 inhib	PNC assembly inh
72	Cc1ccc(-c2nnc3sc(-c4ccncc4)nn23)cc1	2%	11	-3%	27
73	O=C(Nc1ncc(Cc2cccc(C(F)(F)F)c2)s1)c1ccc(-c2cccc([N+](=O)[O-])c2)o1	/	5	4%	?
74	COc1cccc(/C=N/NC(=O)CO/N=C(\C)c2cccs2)c1OC	-5%	16	2%	?
75	O=C(CC(c1ccco1)C1CCCCC1=O)c1ccco1 (stereo not drawn)	-12%	-10	-8%	11

# More compounds
entry	canonical_smiles	ALOX15B inhib	IMPase inh	ALOX12 inhib	PNC assembly inh
76	COc1ccc(N(CC(=O)NCCSCc2c(F)cccc2Cl)S(C)(=O)=O)cc1OC	-11%	0	2%	-11
77	Cc1ccc(SC(=O)COc2ccccc2C)cc1	-14%	2	-3%	-112*
78	CCCCNC(=O)C1COc2ccccc2O1 (stereo not drawn)	12%	7	-3%	4
79	COc1ccc(N(CC(=O)NC2CCCC2)C(=O)Cn2nnc(-c3ccc(C)cc3)n2)cc1	/	-3	-3%	-6
80	CCOc1ccccc1N(C(=O)c1snc(C(N)=O)c1N)C(C(=O)NC1CCCC1)c1ccco1 (stereo not drawn)	7%	0	-11%	-18
81	O=C(Nc1ccc(Br)cc1)c1ccc(F)c(S(=O)(=O)NCc2cccs2)c1	/	6	-3%	-7
82	Cc1ccc(/C=c2\sc3nc(-c4ccco4)nn3c2=O)o1	-6%	0	-11%	?
83	O=c1c2ccccc2sn1-c1cc(S(=O)(=O)N2CCOCC2)ccc1N1CCOCC1	0.5µM*	12	2.2µM*	?
